Source: PubChem BioAssay
NPYLR7 ag: mosquito NPYLR7 agonism. HEK293T NPYLR7/Galpha15, GCaMP6s calcium fluorescence. activation, % at 10 µM. actives 0.15% (n = 270,000). AID 1259423; in the data active = activation above about 40%;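 note: 0% = vehicle and 100% = reference agonist at the receptor; some compounds past the cut are filed as inactive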
hcGAS inh: human cGAS inhibition. AID 1259398. inhibition, % at 12.5 µM. recombinant h-cGAS, ATP depletion, Kinase-Glo luminescence. actives 0.081% (n = 290,000). Q8N884;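 note: 0% = vehicle reaction and 100% = reaction without DNA for no activity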
Target sequence (Q8N884 whole entry, looked up): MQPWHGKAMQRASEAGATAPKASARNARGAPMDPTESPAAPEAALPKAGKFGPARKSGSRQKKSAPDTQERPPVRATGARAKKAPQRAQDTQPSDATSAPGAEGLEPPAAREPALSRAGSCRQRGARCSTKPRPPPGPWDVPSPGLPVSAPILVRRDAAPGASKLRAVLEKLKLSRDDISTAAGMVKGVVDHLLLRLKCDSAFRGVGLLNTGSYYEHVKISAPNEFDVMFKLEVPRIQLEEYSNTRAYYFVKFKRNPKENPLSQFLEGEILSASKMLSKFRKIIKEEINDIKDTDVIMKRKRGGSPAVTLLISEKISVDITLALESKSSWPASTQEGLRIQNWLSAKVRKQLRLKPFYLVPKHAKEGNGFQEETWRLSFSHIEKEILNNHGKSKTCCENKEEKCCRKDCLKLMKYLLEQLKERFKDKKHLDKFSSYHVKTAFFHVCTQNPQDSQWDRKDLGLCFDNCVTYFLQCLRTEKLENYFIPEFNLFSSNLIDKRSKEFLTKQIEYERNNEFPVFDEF
mcGAS inh: mouse cGAS inhibition by luminescence. actives 0.15% (n = 160,000). Q8C6L5. recombinant cGAS, Kinase-Glo ATP depletion luminescence. inhibition, % at 12.5 µM;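 note: 0% = negative control wells and 100% = reference inhibitor with no enzyme activity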
Starred values were filed as active, the others as inactive; . = not tested or not shown; & = joins results of further samples. Cut-off read from the data, not from the text of the source, unless noted: active = inhibition above about 40%; inactive = the rest.

The line under a structure holds: NPYLR7 ag	hcGAS inh	mcGAS inh
C=C(C)Cn1c(=O)c2c(nc3n2CC(C)CN3c2ccc(OC)cc2)n(C)c1=O (stereo not given)
  18	-6	.
CC(C)Oc1cccc(C(=O)C2CCCN(C(=O)c3cccc(N(C)C)c3)C2)c1 (stereo not given)
  0	-3	-4
COc1ccc(/C=C/C(=O)O)cc1S(=O)(=O)Nc1cccc2c1CCCC2
  12	-8	-15
CCOc1ccc(-c2ccc(OCCNS(C)(=O)=O)nn2)cc1
  -4	-5	-2
Cc1cnc(C)c(N2CCN(Cc3cnc(S(C)(=O)=O)n3CC(C)C)CC2)n1
  11	-13	.
Cc1ccc2oc(-c3cccc(NC(=O)c4ccc(Br)cc4)c3C)nc2c1
  8	-3	-3
COc1ccc(NC(=O)N(CC(=O)N(CCc2c[nH]c3ccccc23)Cc2ccc(OC)c(OC)c2)CC(C)C)c(OC)c1
  0	0	-2
CCOC(=O)C(Cc1cccc(N2CC(Oc3ccccc3Cl)C2)c1F)OC (stereo not given)
  2	4	-6
CC(=O)c1sc(NC(=O)c2cccc(C)c2)nc1C
  -6	0	-1
Cc1cnoc1C(=O)OCc1noc(C(C)(C)C)n1
  2	-6	.
Cc1cccc(NC(=O)Cn2nnc(C(=O)NCc3ccccc3)c2N)c1C
  4	-5	-4
COc1ccc(-c2noc(-c3c(SC)nn(CC(=O)NCc4cccc(OC)c4)c3N)n2)cc1
  2	-2	-8
CCCN(Cc1ccc(C(O)(c2cccs2)c2cccs2)o1)Cc1sccc1C
  15	-9	-7
CCc1[nH]c2c(CNC(=O)CCn3cnnn3)cc(F)cc2c1C
  3	-11	-12
CN(C)c1ccc(Nc2cc(-c3cccc4ccccc34)nc3ccnn23)cc1
  0	-2	-3
O=C(Nc1ccc(-c2nc3ccccc3o2)cc1)Nc1cccc(Cl)c1
  33	-2	-3
COc1ccc(N2CC(NC(=O)NCCn3c(C)cc4ccccc43)CC2=O)cc1OC (stereo not given)
  2	-8	-9
Cc1ccn2c(=O)c(NC(=O)c3ccc(F)cc3F)c(C)nc2c1
  5	-12	.
CCSc1nc(N2CCOCC2)c2cnn(CCNC(=O)c3cccs3)c2n1
  2	4	-9
O=C(CN1CCN(S(=O)(=O)c2c(Cl)cccc2Cl)CC1)NC1CCCCC1
  8	-1	.
Cc1nc(CNC(=O)CCNS(=O)(=O)c2ccc(F)cc2)cs1
  1	-10	.
c1ccc(Oc2cccc(CN3CCC4(CCNCC4)C3)c2)cc1
  12	-2	.
O=S(=O)(NCCc1csc2nc(-c3cccs3)nn12)c1ccc2c(c1)CCCC2
  0	-5	-8
Cc1nc(-c2ccc(Cl)cc2Cl)nc(C)c1C#N
  -1	4	.
CCN(C(=O)C1CC2CCCC(C1)C2=O)C1CC1 (stereo not given)
  0	-4	.
Cc1cc(NCCCn2cncn2)nc(-c2cccnc2)n1
  1	-4	.
CC(OC(=O)Cc1ccc(OC(F)F)cc1)C(N)=O (stereo not given)
  9	-8	.
C=CCn1c(SCc2cccc(OC)c2)nnc1-c1ccc(OC)cc1
  -1	-3	-4
Cc1ccc(S(=O)(=O)Nc2c(C)nn(C)c2C)cc1C
  -5	-9	.
O=C(CSc1nc(Cl)cc(N2CCC3(CC2)OCCO3)n1)NCCC(c1ccccc1)c1ccccc1
  .	-1	1
Cc1cccc(C)c1OCc1cc(C(=O)N2CCCC(c3ccccc3)C2)no1 (stereo not given)
  -3	-1	-3
COCCOc1nc(-c2ccc(OC)cc2)n(-c2cccc(NC(=O)COC)c2)n1
  -1	-7	-5
CCOc1ccc2c3c1C(C)(C)CC3(C)N(c1ccc(F)cc1)C(=O)N2 (stereo not given)
  -2	-4	.
COc1ccc2nccc(Cl)c2c1
  -4	-4	.
CCN(CC)S(=O)(=O)c1cc(C(=O)Nc2cccc(O)c2)ccc1C
  -13	-5	-7
Cc1ccc(OCc2ccc(-c3nc(C#N)c(N4CCC(C(N)=O)CC4)o3)o2)cc1
  2	-2	-6
Cn1nc(N)c2c(Cl)cccc21
  0	-5	-6
Cc1cc2nc(N(Cc3cccnc3)C(=O)CS(=O)(=O)c3ccccc3)sc2cc1C
  -2	-7	-6
COC1CCCOC12CCN(C(=O)CCc1scnc1C)CC2 (stereo not given)
  .	-3	1
Cc1cccc2c(NCCNC(=O)c3ccco3)c(C#N)cnc12
  4	-5	.
Cc1c(C#N)c(NC(=O)CCl)n(-c2ccccc2)c1C
  7	-4	5
COC(=O)c1ccc(S(=O)(=O)N2CCN(c3nccnc3NS(=O)(=O)c3ccc4c(c3)OCCO4)CC2)o1
  -1	-4	-5
CN(Cc1csc(-c2ccc(Cl)cc2)n1)Cc1cccc2ccccc12
  3	-6	-7
Cc1ccc2cc(C(=O)Nc3ccc4c(c3)n(C)c(=O)n4C)c(C)nc2c1
  0	0	.
CCOc1ccccc1NC(=O)N(CCOC)Cc1ccc(OS(C)(=O)=O)cc1
  -12	-7	-5
Cc1ccc(Cn2c(CO)cnc2SCC(=O)N2CC(C)OC(C)C2)cc1 (stereo not given)
  -1	-8	-8
O=C(Nc1ccccc1)[C@@H]1CSC2(CCN(C(=O)c3ccc(-c4cccs4)s3)CC2)N1
  0	-3	-2
c1ccc(CC2CCN(c3nc(-c4cc5ccccc5o4)nc4ccccc34)CC2)cc1
  -3	-4	-4
CCn1c(C)c(C(=O)CN(CCC(C)C)S(=O)(=O)c2ccc(Cl)c([N+](=O)[O-])c2)c(C)c1C(=O)OC
  -11	-2	-2
CCOC(=O)c1cccc(Nc2ncnc3ccc(C)cc23)c1
  -7	0	-7
Cc1ccc(S(=O)(=O)N2CCC3(CCOC3)C2)cc1N(C)C (stereo not given)
  0	-6	.
CCNC(=O)OC1CCN(C(=O)COC(C)=O)CC(=O)N(C)c2ccccc21 (stereo not given)
  4	0	-7
CSCC(C(=O)O)N1C(=O)C2CCCCC2C1=O (stereo not given)
  -4	-5	.
CCN(CCO)c1ccc(Nc2cc(-c3ccc(OC(F)(F)F)cc3)ncn2)cc1
  7	-4	.
Cc1nc(N2CCc3ccccc32)c2sc(=S)n(C)c2n1
  2	-6	.
COc1ccccc1-c1nnc(SCc2cc(=O)c(O)co2)n1C
  6	-6	-17
CC(CCn1cccn1)NCc1ccc2c(c1)n(C)c(=O)n2C (stereo not given)
  -5	1	3
CCN(CC)C(=O)Oc1ccc2c(ccn2Cc2ccccc2Cl)c1NC(=O)COCCOC
  3	-7	-5
COc1ccc(-c2[nH]ncc2CN2CCSCC2)c(OC)c1
  -6&9	-7&-5	.
COc1ccc(-c2nc3ccccn3c2NC(=O)c2ccc(Cl)c(Cl)c2)cc1
  -8	-7	-8

Profiles, looked up by structure. Order of values: NPYLR7 ag | hcGAS inh | mcGAS inh
Listed for CCOc1ccccc1NC(=O)N(CCOC)Cc1ccc(OS(C)(=O)=O)cc1 : -12 | -7 | -5
Listed for COc1ccc(-c2nc3ccccn3c2NC(=O)c2ccc(Cl)c(Cl)c2)cc1 : -8 | -7 | -8
Listed for CCCN(Cc1ccc(C(O)(c2cccs2)c2cccs2)o1)Cc1sccc1C : 15 | -9 | -7
Listed for C=C(C)Cn1c(=O)c2c(nc3n2CC(C)CN3c2ccc(OC)cc2)n(C)c1=O (stereo not given) : 18 | -6 | .

Further records:
The line under a structure holds: NPYLR7 ag	hcGAS inh	mcGAS inh
c1cnc2c(-c3nccc4c3[nH]c3ccccc34)cccc2c1
  3	4	-6
CCCCc1nc(N2CCCN(Cc3ccc(OC)cc3)CC2)c2c(C)nn(-c3ccccc3)c2n1
  .	-8	-8
CC1(CNC(=O)NCC(=O)N2CCCCC2)CCCC1
  -5	12	.
COc1cccc(OC)c1-c1cc(C2CCN(CC3CCCC3)C2)ccn1 (stereo not given)
  .	-10	-9
CCc1cccc2c(C(CC(=O)N3CCN(Cc4ccc5c(c4)OCO5)CC3)c3cccc(OC)c3)c[nH]c12 (stereo not given)
  4	-5	-8
Cc1nn(C)c(N2CCOCC2)c1CN1CCN2CCNC(=O)C2C1 (stereo not given)
  6	-1	-16
CCc1cccc(C(=O)NCCCN2CC(C)OC(C)C2)c1O (stereo not given)
  -1	-7	.
CN(CC1Cc2ccccc2O1)C(=O)CCc1nnc(Cc2c[nH]c3ccccc23)o1 (stereo not given)
  2	-8	.
CCCCCCCCCCCCCC(=O)Nc1ccc(N(C)C)c(C(=O)N(CC)CC)c1
  4	-1	-3
CCC1(C)N(O)C(C)(C)C(c2ccc(F)cc2)=[N+]1[O-] (stereo not given)
  -11	4	.
COc1ccc(CN(CCC(C)C)CC(O)COCc2ccco2)cc1OC (stereo not given)
  -1	-7	0
COc1ccccc1-c1cc(C(=O)N2CCN(C/C=C/c3ccccc3)CC2)nc2cc(C(C)(C)C)nn12
  -6	-3&-7	-9&-6
COc1cccc(CSc2nc(C)c(CC(=O)NC3CC3)c(=O)[nH]2)c1
  -8	-5	-3
COC(=O)NC(C(=O)Nc1cnn(C(C)(C)C)c1)C(C)C (stereo not given)
  8	-10	.
Cc1cccc(CN2CCCC3(CCN(c4ccccn4)C3)C2=O)c1 (stereo not given)
  3	-6	.
CCN(CC(C)C(=O)OC)c1ncnc2ccc(Br)cc12 (stereo not given)
  -4	-6	.
CCOc1ccccc1C(=O)Nc1cc(-c2onc3c2CCCC3)cc(C(F)(F)F)c1
  26	-5	-5
Cc1cccc(-c2noc(N3CCOCC3)c2CNCC2CCCO2)c1 (stereo not given)
  38	-2	.
CCCCN=C1CCCc2ccccc2N1
  -2	2	.
Nc1nc(=O)c2cccnc2s1
  -1	4	.
CCN1C(=O)N(Cc2cccc(OC)c2)C(=O)C12CCN(Cc1nc3ccccc3nc1C)CC2
  11	-4	-15
Cn1ccnc1SCc1cc(=O)c(OC(=O)c2cc3ccccc3oc2=O)co1
  -3	-8	-7
COc1c(C(C)C)oc2cc3oc(=O)ccc3cc12
  -10	-3	.
CCC1CN(C(=O)c2ncc(F)cc2F)CCC(=O)N1Cc1ccccc1 (stereo not given)
  29	-7	.
O=C(CNC(=O)c1ccccc1F)N=Nc1c(O)[nH]c2ccccc12
  -3	-1	-5
Cn1nc(C(=O)N2CCCC3(CC2)CNC(=O)O3)c2c1CCCC2 (stereo not given)
  9	-10	-13
O=C(c1ccc2[nH]c(=O)c(=O)[nH]c2c1)N1CCCC2(CCNCC2)CC1
  8	-1	.
CCC(C)(C)NC(=O)c1oc2ccccc2c1COC
  -1	-11	-5
Cc1cc(-c2nnc(NC(=O)c3ccc4ncsc4c3)o2)n(C)n1
  -4	-4	-7
Cc1ccc(-c2cc3c(=O)n(Cc4ccc(C)cc4C)ccn3n2)cc1
  0	-5	-8
CCOC(=O)c1c(C)[nH]c(C(=O)C(C)OC(=O)Cn2cc(C(F)(F)F)ccc2=O)c1C (stereo not given)
  1	-3	.
CC(c1ccccc1)N1CCN(S(=O)(=O)Cc2cccc(Cl)c2)CC1 (stereo not given)
  16	-4	-5
C=CCNC(=O)NC(=O)CSc1nc2ccccc2c(=O)n1C1CC1
  1	-2	.
COCc1ncn(Cc2nnc(C3CC(N)C3)n2C2CC2)n1 (stereo not given)
  .	7	1
CCOc1ccccc1NC(=O)N1CCC[C@H]1C(=O)N1CCC(C(=O)N2CCOCC2)CC1
  9	-9	-6
O=C(CCl)N1CCN(S(=O)(=O)c2ccccc2Cl)CC1
  13	-3	37
COc1ccccc1NC(=O)Nc1ccnn1C1CCN(Cc2cccc(C)n2)CC1
  2	-10	.
COc1cc2c(cc1CN1CCn3nc(C(=O)N4CCCC4)cc3C1)OCO2
  .	-3	0
O=C(NCCc1cccc(F)c1)C1CCC(=O)N(CCCc2ccccc2)C1 (stereo not given)
  -1	-3	.
COC(=O)C1=C(C)NC(=O)NC1c1ccccc1F (stereo not given)
  -8	2	-6

4 compounds from above, limited to NPYLR7 ag:
compound | NPYLR7 ag
O=C(CNC(=O)c1ccccc1F)N=Nc1c(O)[nH]c2ccccc12 | -3
Cn1nc(C(=O)N2CCCC3(CC2)CNC(=O)O3)c2c1CCCC2 (stereo not given) | 9
O=C(c1ccc2[nH]c(=O)c(=O)[nH]c2c1)N1CCCC2(CCNCC2)CC1 | 8
CCC(C)(C)NC(=O)c1oc2ccccc2c1COC | -1

Continuation:
The line under a structure holds: NPYLR7 ag	hcGAS inh	mcGAS inh
OCC1(Cc2ccccc2)CCN(C2CCN(c3ccccc3F)CC2)CC1
  -3	-3	-4
CCc1nc(CN2CCC(=O)N(Cc3ccc(F)cc3)C(C(C)C)C2)cs1 (stereo not given)
  .	-1	-11
Nc1nc(CSc2nnc(C3CC3)n2C2CC2)nc(Nc2ccc(F)cc2)n1
  0	-2	.
O=C1Nc2ccccc2C1=NN=Cc1cccc(Oc2ccccc2)c1
  1	-9	-5
CC1(C)CCCC2(C)C(=O)C3(C(=O)O)OC3CC12 (stereo not given)
  -9	10	5
CC(C)CNC(=O)c1coc(CN(Cc2cccc(Cl)c2)Cc2cccc(C(F)(F)F)c2)n1
  18	-3	-5
Cc1ccccc1N1CCN(c2nc(-c3ccccc3)ncc2C(=O)N2CCOCC2)CC1
  1	-2	.
COc1ccc(Oc2cc(C)nc(SCc3ccccc3C)n2)cc1
  14	-6	-3
O=S(=O)(c1cncc(F)c1)N(CCN1CCCC1)c1ccccc1
  9	-8	.
Cc1ccc(C(=O)Nc2ccc(N3CCC(NCC4CCCN(C(C)C)C4)CC3)cc2)c(C)c1 (stereo not given)
  8	-2	-3
Cc1ccccc1-c1cc(O)c2c(c1)CN(Cc1ccsc1)CCO2
  1	-4	-22
